From PubChem
MrgX1 antag: antagonists of human MrgX1 receptor. 310,000 tested, 1.3% active. Q96LB2. MRGX1-HEK293 calcium flux, Fluo-4, BAM8-22 antagonism; active compounds read low. B-score at 10 µM;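 active = calcium-response B-score plate-corrected more than 3 library SD below zero, starting fluorescence within 5 deviations, no agonist response on first addition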;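 note: peak minus trough fluorescence over baseline after final BAM8-22 challenge near maximal dose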
MrgX1 allo act: human MrgX1 positive allosteric modulation, primary screen. 310,000 tested, 0.63% active. B-score at 10 µM. MrgX1-HEK293, Fluo-4 calcium flux, FDSS; active compounds read high. Q96LB2;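 active = plate-corrected calcium response at least 3 library SD above typical, normal starting fluorescence, not activating the receptor alone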;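 note: compound read alongside a low EC10 to EC30 dose of BAM8-22 agonist; peak minus trough fluorescence over baseline measured at the second addition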
TRPC6 act: mouse TRPC6 channel activation; B-score at 10 µM; Q61143; 310,000 tested, 0.13% active; HEK293-TRPC6 membrane potential dye fluorescence; active compounds read high;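 active = B-score of the integrated fluorescence ratio above library mean plus 3 SD, and starting fluorescence ratio within library mean plus 5 SD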;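 note: higher score means more depolarization so channel activation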
SKKanGAS inh: inhibitors of SKKanGAS S. pyogenes growth in kanamycin (SK-promoter or general growth effect); BacTiter-Glo, 6 h; inhibition, % at 7.5 µM; 300,000 tested, 1.3% active; AID 1662;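 active = mean replicate score, as percent of positive control median, at least 50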;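 note: strain carries kanamycin resistance gene driven by streptokinase promoter and grows in 40 µg/ml kanamycin; loss of luminescence reflects streptokinase promoter inhibition or plain growth inhibition; 0% = median of DMSO wells and 100% = positive control at its reference dose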
MrgX1 agonist: activates human MrgX1 receptor signaling. B-score at 10 µM. Q96LB2. 310,000 tested, 0.44% active. MrgX1-HEK293 cells, Fluo-4 calcium fluorescence, agonist mode; active compounds read high;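 active = calcium response B-score plate-corrected fluorescence ratio at least 3 library SD, with starting fluorescence B-score inside 5 SD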
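System – MrgX1-expressing HEK293 cells · Incubation – cells plated overnight, dye loaded 0.5 h 37 °C, 0.5 h room temperature · Technique – kinetic Fluo-4 NW fluorescence of intracellular calcium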
TRPC4 inh: TRPC4 (mouse) channel inhibition; Q9QUQ5; HEK293 TRPC4beta/mu-opioid, DAMGO-evoked Fluo4 calcium flux; active compounds read low; B-score at 10 µM; 300,000 tested, 0.39% active;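 active = B-score over 3 SD under the library average, no early fluorescence shift, positive overall ratio signal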
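Material: HEK293 cells with stable TRPC4beta plus mu-opioid receptor expression / Probe or stimulus: DAMGO in two steps, submaximal then maximal / Compound: single concentration per test compound / Technique: kinetic Fluo4 fluorescence imaging of calcium influx / Read-out: per-well B score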
TMEM16A act: activates or potentiates the mouse TMEM16A chloride channel; Q8BHY3; HEK293 TMEM16A/YFP-H148Q/I152L, iodide quench fluorescence; active compounds read low; B-score at 10 µM; 340,000 tested, 0.3% active; AID 623877;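 active = fluorescence-ratio B-score plate-corrected deviation score at least 3 library SD below zero, with starting fluorescence score within 5 deviations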;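 note: channel opened by trigger with iodide after compound preincubation; score built on the fluorescence ratio of max minus min over baseline; more negative score means more quench and so TMEM16A activation or potentiation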
Target sequence (Q8BHY3 whole entry, looked up): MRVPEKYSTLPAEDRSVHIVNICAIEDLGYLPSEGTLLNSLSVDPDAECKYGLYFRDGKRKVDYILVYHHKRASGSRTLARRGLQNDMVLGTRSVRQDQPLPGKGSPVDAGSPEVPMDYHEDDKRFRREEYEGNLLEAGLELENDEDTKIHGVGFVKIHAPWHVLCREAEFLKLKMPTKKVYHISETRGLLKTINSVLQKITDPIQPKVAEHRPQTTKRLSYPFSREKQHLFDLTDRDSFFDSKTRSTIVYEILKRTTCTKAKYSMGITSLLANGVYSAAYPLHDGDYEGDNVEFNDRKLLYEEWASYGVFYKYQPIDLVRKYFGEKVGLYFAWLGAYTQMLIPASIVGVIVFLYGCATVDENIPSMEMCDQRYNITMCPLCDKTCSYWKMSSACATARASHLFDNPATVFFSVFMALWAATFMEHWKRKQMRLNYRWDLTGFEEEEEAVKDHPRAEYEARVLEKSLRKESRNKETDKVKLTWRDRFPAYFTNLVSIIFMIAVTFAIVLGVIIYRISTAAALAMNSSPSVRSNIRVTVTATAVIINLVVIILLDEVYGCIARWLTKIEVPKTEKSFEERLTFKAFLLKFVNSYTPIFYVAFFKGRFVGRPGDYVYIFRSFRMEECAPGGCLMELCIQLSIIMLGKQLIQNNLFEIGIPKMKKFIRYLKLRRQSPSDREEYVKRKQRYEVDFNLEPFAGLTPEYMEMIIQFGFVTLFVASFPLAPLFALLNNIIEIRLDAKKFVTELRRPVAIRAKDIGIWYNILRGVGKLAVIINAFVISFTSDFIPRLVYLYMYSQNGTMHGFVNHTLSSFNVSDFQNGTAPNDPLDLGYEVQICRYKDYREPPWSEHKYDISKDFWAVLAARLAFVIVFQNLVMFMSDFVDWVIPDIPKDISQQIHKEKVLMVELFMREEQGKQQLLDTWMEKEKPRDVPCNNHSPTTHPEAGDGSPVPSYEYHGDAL
TRPC6 inh: mouse TRPC6 channel inhibition; HEK293-TRPC6, membrane potential dye, ACh-evoked depolarization; active compounds read low; 310,000 tested, 1.1% active; B-score at 10 µM; Q61143;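 active = B-score under library mean minus 3 SD, initial fluorescence not abnormally high, positive integrated signal ratio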;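 note: B-score derived from integrated fluorescence ratio over the kinetic read; more negative B-score means stronger inhibition of depolarization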
TRPC4 potent: allosteric potentiators of mouse TRPC4 channel; 310,000 tested, 0.42% active; B-score at 10 µM; HEK293 TRPC4beta/mu-opioid, DAMGO EC20, Fluo-4 Ca2+ flux; active compounds read high; Q9QUQ5;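 active = B-score of calcium response area above 5 SD of library B-scores, with initial fluorescence ratio within 5 SD of library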;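 note: B-score of integrated fluorescence ratio over time as area under calcium response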
TRPC4 agonist: opens the mouse TRPC4 cation channel | B-score at 10 µM | HEK293 TRPC4beta/mu-opioid, Fluo4 calcium fluorescence; active compounds read high | 310,000 tested, 0.49% active;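 active = B-score above 5 SD of library B-scores, and initial fluorescence ratio not above library mean plus 5 SD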;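 note: positive B-score marks a calcium rise read as TRPC4 activation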
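Assay system: HEK293 stable line with TRPC4beta plus mu-opioid receptor. Times: dye 45 min RT, read 110 s. Measured by: kinetic Fluo4 calcium fluorescence. Measure: B score of integrated ratio. Controls: assay buffer as low control, maximal DAMGO as high control.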
ANO1 block: blocks the mouse calcium-activated chloride channel TMEM16A; 310,000 tested, 1.2% active; AID 588511; Q8BHY3; normalized B-score (activity score, 25-100; higher = stronger inhibition) at 10 µM; HEK293 TMEM16A/YFP iodide influx fluorescence, ionomycin;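 active = ratio plate-corrected score three or more library SD toward inhibition, starting fluorescence score within five deviations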;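 note: score derived from kinetic fluorescence span divided by baseline fluorescence per well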
Numbers without * were called inactive; i = inactive; . = not tested or not shown. Compounds were not picked by outcome; 6.7% or so of the library scored in one or more.

SMILES | MrgX1 antag | MrgX1 allo act | TRPC6 act | SKKanGAS inh | MrgX1 agonist | TRPC4 inh | TMEM16A act | TRPC6 inh | TRPC4 potent | TRPC4 agonist | ANO1 block
CN(C(=O)c1cccc(COc2ccc(Cl)cc2Cl)c1)c1ccccc1 | i | i | i | 21 | i | i | i | i | i | i | 25*
COc1cccc(CNC(=O)C(=O)NCCC2CCCCN2S(=O)(=O)c2ccccc2)c1 (centres undefined) | i | i | i | -15 | i | i | i | i | i | i | i
CS(=O)(=O)N1CCC(Oc2ccccc2C(=O)N2CCCCC2CO)CC1 (centres undefined) | -4.6* | i | i | 2 | i | i | i | i | i | i | i
O=C1CCCc2[nH]c3cccc(/C(=C/c4ccccc4)c4ccccc4)c3c21 | i | i | i | 7 | i | i | i | i | i | i | i
CN(C)S(=O)(=O)c1ccc(Cl)c(NC(=O)COC(=O)CC(NC(N)=O)c2ccc(Cl)cc2)c1 (centres undefined) | i | i | i | -7 | i | i | i | i | i | i | i
CCOc1ccc([C@@H]2CC=C(C(=O)O)[C@H](c3ccc(F)cc3)N2S(=O)(=O)c2ccc(C)cc2)cc1 | i | i | . | . | i | . | i | . | . | . | i
CCOC(=O)c1c(C)[nH]c(C(=O)COC(=O)COc2ccc(OC)cc2)c1C | i | i | i | -8 | i | i | i | i | i | i | i
CCOC(=O)c1ccc(CNC(=O)C2CCCCC2C(=O)OCC(F)(F)F)o1 (centres undefined) | i | i | i | 4 | i | i | i | i | i | i | i
COC(=O)Nc1ccc(S(=O)(=O)N2CCN(CCN3C(=O)C4C5C=CC(C5)C4C3=O)CC2)cc1 (centres undefined) | i | i | i | -4 | i | i | i | i | i | i | i
CSCCC(NC(=O)/C(=C/c1ccco1)NC(=O)c1ccc(Br)o1)C(=O)O (centres undefined) | i | i | i | -3 | i | i | i | i | i | i | i
CCN(CC)c1ccc(/C=N\NC(=O)c2cccc3cc[nH]c23)cc1 | i | i | i | 4 | i | i | i | -5.7* | i | i | i
Cc1sc(NC(=O)c2ccco2)c(CN2CCN(c3ccccc3)CC2)c1C | i | i | i | 45 | i | i | i | i | i | i | i
CCCn1nnnc1NCc1ccc(OC)cc1OC | i | i | i | -8 | i | i | i | i | i | i | i
COc1ccc(N2CCN(C(=O)c3cccn4c(=O)c5ccccc5nc34)CC2)cc1 | i | i | i | -2 | i | i | i | i | i | i | i
O=C(Nc1cccc2ccccc12)c1ccc(F)cc1 | i | i | i | 2 | i | i | i | i | i | i | i
COc1cccc(C(c2nnnn2Cc2ccc(F)cc2)N2CCC(C(N)=O)CC2)c1OC (centres undefined) | i | i | i | -10 | i | i | i | i | i | i | i
O=C(CNC(=O)c1ccco1)N/N=C/c1ccccc1[N+](=O)[O-] | i | i | i | -4 | i | i | i | i | i | i | i
Oc1cc2ccccc2cc1-c1n[nH]c(=S)n1Cc1ccco1 | i | i | i | 17 | i | i | i | i | i | i | i
O=C(NNC(=S)NC(=O)C12CC3CC(CC(C3)C1)C2)c1ccncc1 | i | i | i | 108* | 117* | i | i | i | i | 169* | 25*
Cc1ccc2c(COn3nnc4ccc(S(=O)(=O)N(C)C)cc43)cc(=O)oc2c1C | . | . | i | . | . | i | . | i | i | i | .
O=C(CNc1cccc2ccccc12)N/N=C/c1ccc[nH]1 | i | i | i | 50* | i | i | i | i | i | i | i
CN(C(=O)c1cncc(Br)c1)c1c(N)n(Cc2ccccc2)c(=O)[nH]c1=O | i | i | i | -6 | i | i | i | i | i | i | i
CN1C(=O)CC(N2CCN(c3ccc(Cl)c(Cl)c3)CC2)C1=O (centres undefined) | i | i | i | 14 | i | i | i | i | i | i | i
Cc1ccc(NC(=O)CSc2nc3[nH]ncc3c(=O)[nH]2)cc1 | i | i | i | -6 | i | i | i | i | i | i | i
CCc1ccc(C2CC(c3cccc(Cl)c3)n3nc(N)nc3N2)cc1 (centres undefined) | i | i | i | 21 | i | i | i | i | i | i | i
Cc1ccc(N2CCN(S(=O)(=O)N(C)C)CC2)c(C)c1 | i | i | i | -3 | i | i | i | i | i | i | i
Nc1ncc(Br)cc1S(=O)(=O)NCCC(=O)Nc1cccc(Cl)c1 | i | i | i | -5 | i | i | i | i | i | i | i
COc1ccc(OC)c(S(=O)(=O)NC2CCCCC2)c1 | i | i | i | -17 | i | i | i | i | i | i | i
COC(=O)c1nn(-c2cccc(C(F)(F)F)c2)ccc1=O | i | i | i | 4 | i | i | i | i | i | i | i
COc1c(Cl)cc(C(=O)Nc2ccccc2-c2ccccc2)cc1Cl | i | i | i | -25 | i | i | i | i | i | i | i
O=C(O)c1cn(-c2ccc(F)cc2)c(=O)c2ccccc12 | i | i | i | -1 | i | i | i | i | i | i | i
O=C(Oc1ccccc1Cl)c1ccc(N2CCOCC2)c([N+](=O)[O-])c1 | i | i | i | 12 | i | i | i | i | i | i | i
COc1cc(/C=N/NC(N)=O)ccc1OCC(=O)Nc1ccc(C)c(C)c1 | i | i | i | -3 | i | i | i | i | i | i | i
O=C1C(Cl)=C(N2CCCCCC2)C(=O)N1c1ccc(Cl)cc1 | i | i | i | 2 | i | i | i | i | i | i | i
COCCOC(=O)c1c(NC(=O)CN2CCc3ccccc32)sc(C(N)=O)c1C | i | i | i | 4 | i | i | i | i | i | i | i
Cc1c(C(=O)N2CCOCC2)oc2ccc(S(=O)(=O)N3CCCCCC3)cc12 | i | i | i | -1 | i | i | i | i | i | i | i
O=C(CCCSc1nc2ccccc2s1)NCc1ccc2c(c1)OCO2 | i | i | i | -14 | i | i | i | i | i | i | i
COc1cc(/C=C2\SC(=O)N(CC(=O)Nc3ccccc3F)C2=O)cc(Cl)c1O | -6.2* | i | i | 16 | i | i | i | i | i | i | i
C=CCOC(=O)C1=C(C)NC(=O)NC1c1ccc(N(C)C)cc1 (centres undefined) | i | i | i | 15 | i | i | i | i | i | i | i
O=C(COC(=O)c1ccc(F)cc1)NCCCc1ccccc1 | i | i | i | -4 | i | i | i | i | i | i | i
CCOC(=O)C(NC(=O)CC(C)C)(Nc1sc(C)c(CC)c1C#N)C(F)(F)F (centres undefined) | i | i | i | 3 | i | i | i | i | i | i | i
COC(=O)c1ccc(C2C(Oc3ccc(OC)cc3)C(=O)N2CCc2ccc(F)cc2)cc1 (centres undefined) | i | i | i | 4 | i | i | i | i | i | i | i
CC1(C)Oc2ccc(C(=O)NC3CCCC3)cc2N(CC(=O)NC2CCCCC2)C1=O | i | i | i | -16 | i | i | i | i | i | i | i
Cc1ccc(Nc2cccc(C(F)(F)F)c2)nn1 | i | i | i | 4 | i | i | i | i | i | i | i
O=C(C(c1ccccc1)N1CCOCC1)N1CCOCC1 (centres undefined) | i | i | i | -8 | i | i | i | i | i | i | i

Records listed above that bear a hit mark in MrgX1 antag.
molecule | MrgX1 antag | TRPC6 act | MrgX1 agonist | TRPC4 inh | TMEM16A act | TRPC4 potent | TRPC4 agonist
CS(=O)(=O)N1CCC(Oc2ccccc2C(=O)N2CCCCC2CO)CC1 (centres undefined) | -4.6* | i | i | i | i | i | i
COc1cc(/C=C2\SC(=O)N(CC(=O)Nc3ccccc3F)C2=O)cc(Cl)c1O | -6.2* | i | i | i | i | i | i

Continuation.
SMILES | MrgX1 antag | MrgX1 allo act | TRPC6 act | SKKanGAS inh | MrgX1 agonist | TRPC4 inh | TMEM16A act | TRPC6 inh | TRPC4 potent | TRPC4 agonist | ANO1 block
CC(C)(C)N(Cc1ccccc1)C(=O)COC(=O)c1ccccc1SCC(=O)N1CCCC1 | i | i | i | -7 | i | i | i | i | i | i | i
Cc1c(NC(=O)CSCc2ccccc2)cccc1C(=O)O | i | i | i | 8 | i | i | i | i | i | i | i
CC1CC(C)CN(C(=O)CNC(=O)c2ccc3ccccc3c2)C1 (centres undefined) | i | i | i | 2 | i | i | i | i | i | i | i
CCOc1cc(CNC(C)C)c(Cl)cc1OCC(=O)NCCc1ccccc1 | i | i | i | 3 | i | i | i | i | i | i | i
CCCCCCCNC(=O)c1ccc(N2CCC3(CC2)OCCO3)c([N+](=O)[O-])c1 | i | i | i | -1 | i | i | i | i | i | i | 100*
CCN(CC)CCOC(=O)c1ccc(NC(=O)COc2cc(=O)n(CC)c3ccccc23)cc1 | i | i | i | -1 | i | i | i | i | i | i | i
CC(C)C(=O)N1CCN(c2ccc(NC(=O)c3ccc(Br)o3)cc2)CC1 | i | i | i | 2 | i | i | i | i | i | i | i
Cc1ccc(C)c(NC(=O)Cn2nnc(-c3ccc(N4CCOCC4)cc3)n2)c1 | i | i | i | -2 | i | i | i | i | i | i | i
O=C(CN1CCCCC1)NNC(=O)c1ccc([N+](=O)[O-])cc1 | i | i | i | 1 | i | i | i | i | i | i | i
COc1ccc(Cl)cc1-n1c(C)cc(C=O)c1C | i | 7.8* | i | 0 | i | i | i | i | i | i | i
Cc1n[nH]c(C)c1CCNCc1ccc(OCC(O)CN2CCCCC2)cc1 (centres undefined) | i | i | i | -1 | i | i | i | i | i | i | i
CCOc1ccc(N/C(=N/c2nc(C)cc(C)n2)NC(=O)CC)cc1 | i | i | i | -6 | i | i | i | i | i | i | i
COc1c(O)cnn(-c2ccccc2)c1=O | i | i | i | -2 | i | i | i | i | i | i | i
COc1ccc(CCCc2nnc(SCc3nc4ccccc4c(=O)[nH]3)n2C)c(C)c1 | i | i | i | -10 | i | i | i | i | i | i | i
O=C(Nc1ccc2c(c1)C(=O)NC2=O)c1ccc(S(=O)(=O)N2CCCC2)cc1 | i | i | i | -6 | i | i | i | i | i | i | i
O=c1c(-c2ccc3c(c2)OCCO3)coc2cc(OC3OC(CO)C(O)C(O)C3O)ccc12 (centres undefined) | i | i | i | -6 | i | i | i | i | i | i | i
Cc1cccc2cc(CN(Cc3cccnc3)C(=O)c3ccccc3F)c(Cl)nc12 | i | i | i | 6 | i | i | i | i | i | i | i
CC1=C(C)/C(=N\OC(=O)/C=C/c2ccccc2)C=CC1=O | i | i | i | 3 | i | i | i | i | i | i | i
Cc1cc(NC(=O)CN2CCN(Cc3ccccc3)CC2)nc2c1c(=O)oc1ccccc12 | i | i | i | 1 | i | i | . | i | i | i | i
